# MPTP block – permeability transition pore inhibition; isolated mouse mitochondria, Ca2+ swelling absorbance, 30 min; inhibition, % at 10 µM; 1.4% of 360,000 active;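 active means inhibition of 50% or more, scaled per plate between neutral and stimulator controls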;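 further: 0% = DMSO wells given calcium and 100% = 1 mM EGTA wells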
# MIN6 prolif – inducers of beta-cell replication in MIN6 cells; MIN6 cells proliferation, ATPlite luminescence, 48 h; cells starved in 0.2% serum; 100% = growth in 10% serum; proliferation, % at 10 µM; 0.29% of 330,000 active;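 active means compounds whose signal lies at least 3.5 SD above the mean of all wells on their plate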;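 further: 0% = DMSO-treated cells in low-serum medium and 100% = 10% serum control; some compounds called inactive have numbers as strong as hits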
# ATG4B inh – blocks human ATG4B protease cleavage of LC3 substrate; ATG4B cleavage of LC3-PLA2, NBD-HPC fluorescence, 1 h; AID 504462; Q9Y4P1; 0.51% of 340,000 active; inhibition, % at 8.33 µM; in the data active means inhibition above about 40%
# A3G deaminase – blocks human APOBEC3G single-stranded DNA deamination; 0.28% of 330,000 active; inhibition, % at 20 µM; Q9HC16; recombinant A3G, ssDNA deamination FAM/TAMRA fluorescence;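 active means inhibition of at least 40% at 20 µM, with no more than 30% in the related APOBEC3A deaminase screen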;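 further: plate controls were DMSO wells with A3G for no effect and wells lacking A3G enzyme for full effect; some compounds called inactive have numbers as strong as hits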
# mIAP inh – blocks mouse intestinal alkaline phosphatase. inhibition, % at 10 µM. AID 2806. purified mouse IAP, CDP-Star luminescence, 30 min. 0.2% of 330,000 active;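 active means inhibition of at least 40% at 10 µM in the primary screen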;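 further: plate controls were DMSO with enzyme for no effect and no enzyme wells for full effect; values of inactives mirror those of a sister screen read the other way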
# mIAP act – increases mouse intestinal alkaline phosphatase activity. muIAP, CDP-Star luminescence, 30 min; hits give high values; 1 = vehicle-only enzyme signal, 0 = enzyme-free wells. AID 2805. activation factor at 10 µM. 0.24% of 330,000 active;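 active means activation factor of at least 2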; further: the source names both 10 and 20 µM as test concentration; values of inactives mirror those of a sister screen read the other way
#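 also added = chemiluminescent substrate CDP-Star | test system = mouse IAP enzyme | signal = chemiluminescence readout | compound = DMSO-dissolved test compounds | incubation = 30 min at room temperature | benchmarks = DMSO wells, no-enzyme wells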
# A3A deaminase – human APOBEC3A DNA deaminase inhibition; recombinant A3A, FAM/TAMRA ssDNA deamination fluorescence; AID 493011; P31941; inhibition, % at 20 µM; 0.41% of 330,000 active;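 active means at least 40% inhibition at 20 µM here, with at most 30% in a related deaminase screen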;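 further: plate controls were A3A with DMSO for no effect and wells lacking A3A enzyme for full effect; some results filed as inactive read as strong as hits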
# Target sequence (P31941 whole entry, looked up): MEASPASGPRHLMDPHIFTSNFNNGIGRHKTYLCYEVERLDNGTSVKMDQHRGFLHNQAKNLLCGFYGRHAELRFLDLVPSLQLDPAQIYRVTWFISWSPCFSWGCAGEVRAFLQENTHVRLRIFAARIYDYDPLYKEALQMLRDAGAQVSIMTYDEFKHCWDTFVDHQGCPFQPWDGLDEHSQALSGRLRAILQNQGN
# hIAP activ – human IAP activation | P09923 | purified human IAP, CDP-Star luminescence, 30 min; hits give high values; 1 = vehicle-only enzyme, 0 = enzyme-free background | activation factor at 10 µM | 0.16% of 330,000 active | AID 2524;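 active means activation factor of the enzyme at least 2-fold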; further: the source names both 10 and 20 µM as test concentration; values of inactives mirror those of a sister screen read the other way
# Target sequence (P09923 whole entry, looked up): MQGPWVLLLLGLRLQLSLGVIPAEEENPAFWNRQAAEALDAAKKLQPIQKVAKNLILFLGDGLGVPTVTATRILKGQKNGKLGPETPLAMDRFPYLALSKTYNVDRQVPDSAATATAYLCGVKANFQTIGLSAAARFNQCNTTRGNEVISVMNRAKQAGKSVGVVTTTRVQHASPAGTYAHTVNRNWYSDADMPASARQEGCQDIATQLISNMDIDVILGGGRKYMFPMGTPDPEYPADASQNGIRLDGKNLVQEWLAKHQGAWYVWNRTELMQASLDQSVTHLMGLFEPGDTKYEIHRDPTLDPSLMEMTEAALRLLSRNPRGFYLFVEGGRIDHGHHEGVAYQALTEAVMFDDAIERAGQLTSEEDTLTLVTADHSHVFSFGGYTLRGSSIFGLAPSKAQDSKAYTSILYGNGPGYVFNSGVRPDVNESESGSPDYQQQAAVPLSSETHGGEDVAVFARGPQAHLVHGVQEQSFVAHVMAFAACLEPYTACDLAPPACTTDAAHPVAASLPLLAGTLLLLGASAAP
# hIAP block – blocks human intestinal alkaline phosphatase; purified IAP, CDP-Star luminescence, 30 min; inhibition, % at 10 µM; P09923; 0.12% of 330,000 active;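 active means inhibition reaching a set limit with compound at 10 µM in the primary screen, cut at about 35% in these data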;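 further: plate controls were DMSO wells with enzyme for no effect and no-enzyme buffer wells for full effect; values of inactives mirror those of a sister screen read the other way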
# * marks the source's active call; other numbers are inactive results; . = not tested or not shown.
1) COc1ccc(C(=O)NCC(=O)OCC(=O)NCc2ccc3c(c2)OCO3)cc1
2) CCN(CC)S(=O)(=O)c1cccc(-c2nnc(SCCOc3ccccc3)o2)c1
3) CCO[C@H]1OC(C(=O)N2CCN(C)CC2)=C[C@@H](c2ccc3c(c2)OCO3)[C@@H]1CCCO
4) Cc1ccc(N(CC(=O)NCCc2ccccc2)C(=O)c2csnn2)cc1
5) N#C/C(=C\c1ccc(OCCN2CCOCC2)cc1)C(=O)Nc1ccccc1F
6) CC(C)(C)c1nc2ccccc2c2nnc(SCC(=O)Nc3nccs3)n12
Screen / compound no.,1,2,3,4,5,6
A3G deaminase,-3,3,-8,-9,-1,-6
hIAP block,-12,16,-6,-8,-13,10
MIN6 prolif,-1,-3,1,0,2,-3
hIAP activ,1.1,0.84,1.1,1.1,1.1,0.9
mIAP inh,-12,19,1,-1,6,-4
MPTP block,-0.3,1.4,-0.5,-0.1,0.8,1.4
mIAP act,1.1,0.81,0.99,1,0.94,1
ATG4B inh,-8,-10,3,3,1,3
A3A deaminase,1,1,-3,-5,0,-3

7) CCOC(=O)NC(=O)c1cn(CCNCCO)c(=O)[nH]c1=O
8) CC(C)NC(=O)COc1ccc(S(=O)(=O)N(C)Cc2ccccc2)cc1
9) COc1ccccc1C(=O)NC(=O)COC(=O)CCOc1ccccc1C
10) Cc1noc(C)c1S(=O)(=O)Nc1ccccc1OC(F)(F)F
11) O=C(CCc1ccccc1)Nc1ccc2c(c1)C(=O)OC2
12) CC(=O)N/C(=C\c1ccccc1)C(=O)OC(C)C(=O)N(C)c1ccccc1 (configuration not stated)
Screen / compound no.,7,8,9,10,11,12
A3G deaminase,-2,-6,-6,-6,-6,-10
hIAP block,-20,-10,10,7,22,-5
MIN6 prolif,2,-2,2,1,-1,3
hIAP activ,1.2,1.1,0.9,0.93,0.79,1.1
mIAP inh,-17,-10,7,0,3,-1
MPTP block,-1.1,0.0,-1.7,0.9,-1.1,-0.3
mIAP act,1.2,1.1,0.93,1,0.97,1
ATG4B inh,1,-2,-10,-11,-8,-14
A3A deaminase,-7,-9,0,-3,-2,-1

13) C=CCN1CCN(C(=O)c2cc3c(s2)CCCC3)CC1
14) CN1C(=O)c2cccc(NC(=O)CCc3ccccc3)c2C1=O
15) COc1ccc(Nc2oc(-c3ccccc3)nc2C#N)cc1
16) Fc1ccc(CNCc2ccco2)cc1
17) CCOc1cc(/C=C2\SC(=O)N(CC(=O)Nc3ccccc3F)C2=O)cc([N+](=O)[O-])c1O
18) CCc1ccc(NC(=O)c2cnc(SC)nc2C)cc1
Screen / compound no.,13,14,15,16,17,18
A3G deaminase,-4,-5,-10,-3,3,-5
hIAP block,20,4,13,-4,22,-11
MIN6 prolif,-3,-3,1,0,-1,-1
hIAP activ,0.8,0.96,0.87,1,0.79,1.1
mIAP inh,2,-3,6,-6,14,-3
MPTP block,-0.1,-1.4,-0.2,-0.5,1.5,-0.2
mIAP act,0.98,1,0.94,1.1,0.86,1
ATG4B inh,1,-6,-31,2,43*,-10
A3A deaminase,0,0,-2,-2,3,4

19) Cc1ccc(/C(C#N)=C\c2cn(C)c3ccccc23)cc1
20) C[C@]12CCC(=O)C=C1[C@H](O)C[C@@H]1[C@@H]2[C@@H](O)C[C@@]2(C)[C@H]1CC[C@]2(O)C(=O)CO
21) O=C(NCCOc1ccccc1)C1CCC(=O)N(CCc2ccccn2)C1 (configuration not stated)
22) CCOc1cc(-c2noc(CCC(=O)NCCc3ccccc3)n2)ccc1OC
23) C=C(C)CCC1(C)NC(=O)N(c2ccccc2)N1 (configuration not stated)
24) COc1ccc(Nc2nc(=O)[nH]nc2C)cc1
Screen / compound no.,19,20,21,22,23,24
A3G deaminase,10,-1,6,-7,4,-11
hIAP block,6,-2,7,-6,11,-6
MIN6 prolif,-4,3,0,-2,-3,1
hIAP activ,0.94,1,0.93,1.1,0.89,1.1
mIAP inh,5,-1,3,-6,2,0
MPTP block,.,-1.1,-1.2,2.4,2.9,-0.5
mIAP act,0.95,1,0.97,1.1,0.97,1
ATG4B inh,.,5,0,-2,1,11
A3A deaminase,2,-3,1,-2,0,-3

25) CCOC(=O)Nc1ccc(C(=O)NCC2CCCO2)cc1 (configuration not stated)
26) CC(=O)/C(=N\Nc1ccccc1)Sc1nncn1C
27) O=C(NCCC(c1ccccc1)c1ccccc1)c1ccc(Br)o1
28) CCCCN(CC)C(=O)c1cc2c(=O)n3cccc(C)c3nc2s1
29) O=c1nc2s/c(=C\c3ccco3)c(=O)n2nc1Cc1ccccc1
30) CC(C)(C)C1CCC(=NNC(=S)Nc2cccnc2)CC1 (configuration not stated)
Screen / compound no.,25,26,27,28,29,30
A3G deaminase,0,-10,-7,-6,3,-2
hIAP block,-90,-2,18,4,-4,9
MIN6 prolif,0,-3,0,11*,-5,1
hIAP activ,1.9,1,0.82,0.96,1,0.91
mIAP inh,4,-9,-18,3,14,19
MPTP block,-1.0,0.0,0.3,1.1,-7.6,0.0
mIAP act,0.96,1.1,1.2,0.97,0.86,0.81
ATG4B inh,-1,-10,0,5,2,4
A3A deaminase,-1,-4,-5,-1,23,1

# Rewritten with two lines to a compound: entries from further up.
# Below each compound – A3G deaminase | hIAP block | MIN6 prolif | hIAP activ | mIAP inh | MPTP block | mIAP act | ATG4B inh | A3A deaminase
25) CCOC(=O)Nc1ccc(C(=O)NCC2CCCO2)cc1 (configuration not stated)
→ 0 | -90 | 0 | 1.9 | 4 | -1.0 | 0.96 | -1 | -1
26) CC(=O)/C(=N\Nc1ccccc1)Sc1nncn1C
→ -10 | -2 | -3 | 1 | -9 | 0.0 | 1.1 | -10 | -4
27) O=C(NCCC(c1ccccc1)c1ccccc1)c1ccc(Br)o1
→ -7 | 18 | 0 | 0.82 | -18 | 0.3 | 1.2 | 0 | -5
28) CCCCN(CC)C(=O)c1cc2c(=O)n3cccc(C)c3nc2s1
→ -6 | 4 | 11* | 0.96 | 3 | 1.1 | 0.97 | 5 | -1
29) O=c1nc2s/c(=C\c3ccco3)c(=O)n2nc1Cc1ccccc1
→ 3 | -4 | -5 | 1 | 14 | -7.6 | 0.86 | 2 | 23
30) CC(C)(C)C1CCC(=NNC(=S)Nc2cccnc2)CC1 (configuration not stated)
→ -2 | 9 | 1 | 0.91 | 19 | 0.0 | 0.81 | 4 | 1

# Later entries
31) Cc1c(CCC(=O)N[C@@H](CC(C)C)C(=O)O)c(=O)oc2cc3oc4c(c3cc12)CCCC4
32) COc1ccc(CNC(=O)c2nnn(Cc3ccc(OC)cc3)c2N)cc1
33) COc1ccc(C)cc1NC(=O)c1nn(C)c(C(=O)Nc2cc(C)ccc2OC)c1[N+](=O)[O-]
34) O=C(c1ccccc1Cl)N(Cc1ccc(Cl)c(Cl)c1)N1C(=O)CCCC1=O
35) CC(C)(C)C(=O)Nc1cc(S(=O)(=O)Nc2ccc(Cl)cc2)ccc1O
36) Cc1nn(C)c(C)c1S(=O)(=O)N1CCCC(C(=O)NCCc2ccc(Cl)cc2)C1 (configuration not stated)
Screen / compound no.,31,32,33,34,35,36
A3G deaminase,-5,-6,-7,0,-10,1
hIAP block,9,-9,2,-10,14,-3
MIN6 prolif,-2,-3,0,1,0,-3
hIAP activ,0.91,1.1,0.98,1.1,0.86,1
mIAP inh,5,-4,11,-2,0,7
MPTP block,1.4,0.4,0.5,3.7,0.2,-0.2
mIAP act,0.95,1,0.89,1,1,0.93
ATG4B inh,14,4,-8,-12,-3,12
A3A deaminase,0,0,-6,2,-4,1

# Arranged by the number under mIAP inh (lowest first): 4 from the list above.
no. | SMILES | mIAP inh
1 | COc1ccc(C(=O)NCC(=O)OCC(=O)NCc2ccc3c(c2)OCO3)cc1 | -12
18 | CCc1ccc(NC(=O)c2cnc(SC)nc2C)cc1 | -3
35 | CC(C)(C)C(=O)Nc1cc(S(=O)(=O)Nc2ccc(Cl)cc2)ccc1O | 0
11 | O=C(CCc1ccccc1)Nc1ccc2c(c1)C(=O)OC2 | 3

# Back to the main list, starting 3 compounds before the break.
34) O=C(c1ccccc1Cl)N(Cc1ccc(Cl)c(Cl)c1)N1C(=O)CCCC1=O
35) CC(C)(C)C(=O)Nc1cc(S(=O)(=O)Nc2ccc(Cl)cc2)ccc1O
36) Cc1nn(C)c(C)c1S(=O)(=O)N1CCCC(C(=O)NCCc2ccc(Cl)cc2)C1 (configuration not stated)
37) CCCCN(C(=O)c1c(C)noc1C)c1c(N)n(CCC)c(=O)[nH]c1=O
38) Cc1nc2sc(C(c3cccs3)N3CCOCC3)c(O)n2n1 (configuration not stated)
39) CCCCS(=O)CC(COC)OC(=O)c1ccccc1 (configuration not stated)
40) O=C(N/N=C/c1cc(Br)cc([N+](=O)[O-])c1O)c1ccc(NC(=O)c2ccc(F)cc2)cc1
41) CSc1ccccc1NS(=O)(=O)c1ccccc1
42) CN(Cc1ccccc1)C(=O)CN(C1CCCCC1)S(C)(=O)=O
Screen / compound no.,34,35,36,37,38,39,40,41,42
A3G deaminase,0,-10,1,-5,-6,-8,0,-3,-5
hIAP block,-10,14,-3,2,8,-35,-6,-6,5
MIN6 prolif,1,0,-3,9,5,-1,-3,-3,-3
hIAP activ,1.1,0.86,1,0.98,0.92,1.4,1.1,1.1,0.95
mIAP inh,-2,0,7,2,10,-6,38,-10,2
MPTP block,3.7,0.2,-0.2,0.4,-1.1,-0.8,17,-0.1,-2.2
mIAP act,1,1,0.93,0.98,0.9,1.1,0.62,1.1,0.98
ATG4B inh,-12,-3,12,-5,-9,0,-2,2,-1
A3A deaminase,2,-4,1,-5,-3,2,2,-3,-3

43) Cc1cc(Cl)ccc1OCC(=O)Nc1nc(-c2cccs2)cs1
44) CCc1ccc(C2=CSC3=NCCN23)cc1
45) COc1ccc(-c2cc(C(=O)NCCN3CCOCC3)c3ccccc3n2)cc1
46) O=C(CCC1CCCN(C(=O)c2ccsc2)C1)N1CCN(c2ccccn2)CC1 (configuration not stated)
47) CNCC(O)COc1cccc(OC)c1 (configuration not stated)
48) C/C(=N\Nc1nc(C)cc(-c2ccccc2)n1)c1cccc(N)c1
Screen / compound no.,43,44,45,46,47,48
A3G deaminase,-11,-10,-4,-5,-4,-1
hIAP block,5,-27,8,-17,0,10
MIN6 prolif,-4,-2,-1,-4,-2,-4
hIAP activ,0.95,1.3,0.92,1.2,1,0.9
mIAP inh,-6,4,0,-2,-3,-4
MPTP block,0.9,-0.9,-1.5,2.0,6.5,1.4
mIAP act,1.1,0.96,1,1,1,1
ATG4B inh,-6,9,-4,14,6,-4
A3A deaminase,-6,-6,-2,1,-1,-4

49) Cc1ccc(NC(=S)N2CCOCC2)c(C)c1
50) Cc1ccnc2nc(C(=O)Nc3nnc(-c4ccccc4)o3)nn12
51) O=C(CCS(=O)(=O)c1ccccc1)Nc1ccc(-c2nc3ccccc3s2)c(O)c1
52) O=C(Nc1ccc(S(=O)(=O)Nc2ncccn2)cc1)C(F)(F)F
53) O=C1CSC(=Nc2cccc(Cl)c2Cl)N1
Screen / compound no.,49,50,51,52,53
A3G deaminase,0,11,-12,-7,-6
hIAP block,-43,-31,-46,-28,4
MIN6 prolif,-4,0,-5,-1,-2
hIAP activ,1.4,1.3,1.5,1.3,0.96
mIAP inh,-7,-1,-12,5,-9
MPTP block,-1.5,1.1,8.2,-0.3,0.7
mIAP act,1.1,1,1.1,0.95,1.1
ATG4B inh,-17,-3,-7,7,1
A3A deaminase,3,11,-4,-2,-4
